RAD52 anneal inh = inhibitors of human RAD52 DNA annealing | P43351 | recombinant RAD52 DNA annealing, FRET fluorescence | inhibition, % at 18.7 µM | 360,000 tested, 0.46% active | AID 651710;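 active = every replicate showing at least 50% inhibition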
PglD inh = blocks C. jejuni PglD acetyltransferase activity | purified PglD enzyme, DTNB colorimetric CoA detection | inhibition, % at 12.5 µM | 360,000 tested, 0.098% active | AID 602405; in the data active = inhibition above about 16%, passing the limit was not always enough; also: strong numbers were not always called active
E-selectin induc = E-selectin induction on HUVECs; HUVEC E-selectin immunofluorescence imaging; normalized: neutral wells 0, TNF-alpha wells 100; P16581; 260,000 tested, 0.37% active; activation, % at 7.58 µM;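 active = mean E-selectin-positive cell signal at least 10% of the positive control, reached in at least 60% of replicates, without over 20% cell loss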;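 also: in these data hits start at about 27%; measured in HUVEC primary endothelial cells; signal is the percent of cells scored E-selectin positive by PE staining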
Target sequence (P16581 whole entry, looked up): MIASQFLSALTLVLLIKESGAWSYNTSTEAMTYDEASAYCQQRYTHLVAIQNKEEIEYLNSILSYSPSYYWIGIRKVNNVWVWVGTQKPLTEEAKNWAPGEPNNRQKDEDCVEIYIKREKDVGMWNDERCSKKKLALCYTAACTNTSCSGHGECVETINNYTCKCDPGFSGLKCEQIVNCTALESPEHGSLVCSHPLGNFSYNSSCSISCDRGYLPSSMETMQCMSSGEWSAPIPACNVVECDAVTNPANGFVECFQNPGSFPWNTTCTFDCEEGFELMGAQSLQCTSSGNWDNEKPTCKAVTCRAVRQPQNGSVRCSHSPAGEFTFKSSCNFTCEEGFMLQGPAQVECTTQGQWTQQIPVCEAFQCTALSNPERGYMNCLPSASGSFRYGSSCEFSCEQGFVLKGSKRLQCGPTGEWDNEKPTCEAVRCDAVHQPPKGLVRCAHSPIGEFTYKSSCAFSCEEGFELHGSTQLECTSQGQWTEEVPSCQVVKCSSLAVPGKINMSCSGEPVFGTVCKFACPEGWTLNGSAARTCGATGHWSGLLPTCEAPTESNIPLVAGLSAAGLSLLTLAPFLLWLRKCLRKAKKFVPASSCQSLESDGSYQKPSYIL
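System: HUVEC / Compound: single concentration / Signal: immunofluorescence imaging / Read-out: percent E-selectin-positive cells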
CASP6 VEID inh = caspase-6 (human) enzyme inhibition; purified caspase-6, Z-VEID-R110 cleavage fluorescence; inhibition, % at 12.5 µM; 350,000 tested, 0.53% active;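 active = mean inhibition across replicates at least about 35%, with every replicate also reaching that limit, limit read from the data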;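 also: 0% = median of neutral control wells and 100% = no fluorescence left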
ARNT TACC3 PPI = disrupts binding between human ARNT and TACC3. AlphaScreen His-ARNT PAS-B/GST-TACC3 binding, luminescence; TACC3 fragment carries E629A point mutation. inhibition, % at 9.99 µM. Q9Y6A5. 390,000 tested, 0.66% active;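 active = mean inhibition of replicates at least 50% and at least half of replicates each reaching 50%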;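 also: 0% = complete ARNT plus TACC3 wells and 100% = ARNT alone without TACC3; many hits fall short of the cut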
RAD54 inh = RAD54 (human) branch migration inhibition; Q92698; inhibition, % at 10.4 µM; 360,000 tested, 0.14% active; AID 602329; RAD54 Holliday junction branch migration, FAM/BHQ fluorescence;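 active = mean normalized replicate activity at least 40 and at least half of replicates scoring 40 or more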;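 also: 0% = median of neutral control wells and 100% = median of positive control wells; inhibitors cause a drop in the FAM fluorescence signal; in these data hits start at about 50%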
esBAF inh = SWI/SNF esBAF complex inhibition. mouse ES cells, Bmi1-luciferase knock-in reporter, 24 h; 100% = twice the neutral-well signal. reporter increase, % at 12.5 µM. 350,000 tested, 2% active. AID 602393; in the data active = activation above about 40%;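 also: 0% = median of the plate's neutral control wells and 100% = double that signal; a rise in the Bmi1 reporter signal indicates esBAF inhibition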
ERp5 inh = ERp5 (human) disulfide isomerase inhibition | 350,000 tested, 0.05% active | inhibition, % at 9.99 µM | AID 651711 | Q15084 | ERp5 insulin aggregation, absorbance 650 nm, 90 min;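 active = mean replicate inhibition above about 25%, with every replicate also reaching it, limit read from the data, passing the limit was not always enough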
Target sequence (Q15084 whole entry, looked up): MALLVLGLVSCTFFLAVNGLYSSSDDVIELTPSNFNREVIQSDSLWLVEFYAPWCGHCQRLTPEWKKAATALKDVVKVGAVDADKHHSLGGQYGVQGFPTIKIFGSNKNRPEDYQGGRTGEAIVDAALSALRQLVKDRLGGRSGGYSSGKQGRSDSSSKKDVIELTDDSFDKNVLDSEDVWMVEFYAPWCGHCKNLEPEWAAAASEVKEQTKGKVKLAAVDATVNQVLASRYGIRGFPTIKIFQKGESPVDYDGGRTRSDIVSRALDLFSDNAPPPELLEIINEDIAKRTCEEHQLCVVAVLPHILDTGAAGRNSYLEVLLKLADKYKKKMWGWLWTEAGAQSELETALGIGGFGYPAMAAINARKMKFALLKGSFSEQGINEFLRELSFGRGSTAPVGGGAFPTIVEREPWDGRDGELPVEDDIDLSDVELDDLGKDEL
* marks the source's active call; other numbers are inactive results; · = no result given. Compounds as they come; about 3.2% have a hit in one of these screens.

[1] CCOC(=O)C1(Cc2ccc(OC)cc2)CCN(C(=O)Cc2cccnc2)CC1
[2] O=S(=O)(c1ccc(OCC(O)CN2CCc3ccccc3C2)cc1)N1CCOCC1 (centres undefined)
[3] COc1ccc(/C=C(/NC(=O)c2ccc(C)cc2)C(=O)NCc2ccncc2)cc1
[4] CCOC(=O)c1oc2ccccc2c1NC(=O)c1cccc(OC)c1OC
[5] Cc1ccc(-c2cnc(N)n2C)cc1C
[6] CCc1cccc(C)c1NC(=O)COC(=O)CNC(=O)c1cccs1
[7] C[C@H](CO)N1C[C@H](C)[C@@H](CN(C)S(=O)(=O)c2cccs2)OCCCC[C@H](C)Oc2ccc(NC(=O)c3ccccc3)cc2C1=O
[8] CCOC(=O)NC(=O)COC(=O)CCCSc1nc2ccccc2s1

| compound no. | 1 | 2 | 3 | 4 | 5 | 6 | 7 | 8 |
| --- | --- | --- | --- | --- | --- | --- | --- | --- |
| RAD52 anneal inh | -5.6 | · | -14.0 | · | · | -5.5 | · | -13.5 |
| PglD inh | 2.3 | 3.1 | -2.6 | -0.2 | -2.2 | · | 3.5 | · |
| E-selectin induc | · | · | 1.9 | · | · | -0.6 | 3.0 | -0.2 |
| CASP6 VEID inh | -1.1 | · | 3.8 | · | · | -0.3 | · | 2.5 |
| ARNT TACC3 PPI | -7.2 | 29.6 | 10.8 | -3.2 | 63.1* | -0.4 | -1.6 | -1.2 |
| RAD54 inh | -7.2 | -3.5 | -6.2 | 6.6 | 10.4 | · | -19.6 | · |
| esBAF inh | · | -8.0 | -1.6 | 6.9 | 16.1 | · | 1.1 | · |
| ERp5 inh | 2.6 | · | 8.8 | · | · | -0.2 | · | 4.2 |

[9] Cc1noc(C)c1NC(=O)Nc1ccc2c(c1)C(=O)N([C@@H](C)CO)C[C@@H](C)[C@H](CN(C)C(=O)NC1CCCCC1)OCCCC[C@H](C)O2
[10] O=c1cc(-c2cccc(Cl)c2)oc2cccc(O)c12
[11] CCOc1ccc(S(=O)(=O)N2CCCC(C(=O)Nc3cccc(C)c3)C2)cc1 (centres undefined)
[12] CCc1ccc2[nH]cc(C(=O)OCCOC)c(=O)c2c1
[13] CCOC(=O)N1CCN(C(=S)NC(=O)c2ccc(Br)cc2)CC1
[14] CC(C)Cn1c(N)c(S(=O)(=O)c2cccs2)c2nc3ccccc3nc21
[15] C/C(=N\Nc1cccc(Cl)c1)C1(C)N(O)C(C)(C)C(c2ccco2)=[N+]1[O-] (centres undefined)
[16] COc1ccc(S(=O)(=O)N2CCN(c3ccccc3)CC2)cc1C(=O)N1CCCC1

| compound no. | 9 | 10 | 11 | 12 | 13 | 14 | 15 | 16 |
| --- | --- | --- | --- | --- | --- | --- | --- | --- |
| RAD52 anneal inh | 2.0 | -2.7 | -12.2 | · | -22.3 | · | -15.5 | -10.2 |
| PglD inh | -40.4 | -0.9 | 0.4 | 1.6 | · | 5.5 | 2.0 | -4.8 |
| E-selectin induc | -0.1 | -0.1 | · | · | 5.5 | · | 0.3 | · |
| CASP6 VEID inh | -2.2 | 0.0 | 3.0 | · | -2.2 | · | 1.3 | -2.8 |
| ARNT TACC3 PPI | -6.6 | 6.9 | 32.9 | 3.4 | 7.6 | -0.2 | 10.5 | -7.4 |
| RAD54 inh | -2.2 | -3.1 | -10.6 | -13.0 | · | 8.4 | -1.3 | -5.9 |
| esBAF inh | -2.2 | 38.7 | -8.0 | 1.9 | · | -0.6 | · | -0.3 |
| ERp5 inh | 3.8 | -0.1 | 1.2 | · | -1.4 | · | -10.1 | 0.7 |

[17] COc1cccc(Nc2ncnc3ccc(Br)cc23)c1
[18] Nc1ccc2nc(N3CCOCC3)sc2c1
[19] C[C@H]1CN([C@@H](C)CO)C(=O)c2cc(-c3cccc(F)c3)cnc2O[C@@H]1CN(C)CC1CCCC1
[20] CO[C@H]1CN(C)C(=O)c2cc(C#N)ccc2OC[C@H]2O[C@@H](CC[C@H]2OC)CCN(C)C(=O)[C@@H]1C
[21] OC(c1ccccc1)(c1nc(/C=C/c2ccccc2)cs1)C(F)(F)F (centres undefined)
[22] CC(=O)c1ccc(-c2ccc(C(=O)NCC3CCCO3)o2)cc1 (centres undefined)
[23] CC(=O)N1CCN(CC(O)COc2ccc(OCc3ccccc3)cc2)CC1 (centres undefined)
[24] C[C@@H]1CN([C@@H](C)CO)C(=O)c2cc(NC(=O)c3ccccc3)ccc2O[C@@H](C)CCCCO[C@H]1CN(C)Cc1ccc(C(=O)O)cc1

| compound no. | 17 | 18 | 19 | 20 | 21 | 22 | 23 | 24 |
| --- | --- | --- | --- | --- | --- | --- | --- | --- |
| RAD52 anneal inh | -11.1 | -7.5 | -7.0 | 2.2 | 14.9 | -2.7 | -3.1 | -11.5 |
| PglD inh | -6.2 | · | 3.9 | -1.3 | 8.7 | 2.2 | -0.9 | 6.0 |
| E-selectin induc | 0.1 | 7.2 | -1.6 | 0.0 | -0.7 | 0.6 | · | 0.0 |
| CASP6 VEID inh | -1.1 | -0.8 | 4.6 | 4.7 | 3.2 | 0.8 | -0.6 | -0.5 |
| ARNT TACC3 PPI | · | 20.3 | -0.4 | 2.4 | · | 3.7 | -4.3 | -9.7 |
| RAD54 inh | 3.4 | · | -14.7 | -4.4 | -12.9 | 0.5 | 6.9 | 2.9 |
| esBAF inh | -10.8 | · | -6.7 | -0.3 | -0.8 | 30.6 | -3.3 | -6.4 |
| ERp5 inh | -0.6 | 2.7 | -6.7 | 1.6 | -11.4 | -1.3 | -1.2 | 1.3 |

Part of the list above in order of number of heavy atoms, largest number first:
[24] C[C@@H]1CN([C@@H](C)CO)C(=O)c2cc(NC(=O)c3ccccc3)ccc2O[C@@H](C)CCCCO[C@H]1CN(C)Cc1ccc(C(=O)O)cc1
[19] C[C@H]1CN([C@@H](C)CO)C(=O)c2cc(-c3cccc(F)c3)cnc2O[C@@H]1CN(C)CC1CCCC1
[16] COc1ccc(S(=O)(=O)N2CCN(c3ccccc3)CC2)cc1C(=O)N1CCCC1
[11] CCOc1ccc(S(=O)(=O)N2CCCC(C(=O)Nc3cccc(C)c3)C2)cc1 (centres undefined)
[14] CC(C)Cn1c(N)c(S(=O)(=O)c2cccs2)c2nc3ccccc3nc21
[21] OC(c1ccccc1)(c1nc(/C=C/c2ccccc2)cs1)C(F)(F)F (centres undefined)
[13] CCOC(=O)N1CCN(C(=S)NC(=O)c2ccc(Br)cc2)CC1
[12] CCc1ccc2[nH]cc(C(=O)OCCOC)c(=O)c2c1
[10] O=c1cc(-c2cccc(Cl)c2)oc2cccc(O)c12
[18] Nc1ccc2nc(N3CCOCC3)sc2c1

| compound no. | 24 | 19 | 16 | 11 | 14 | 21 | 13 | 12 | 10 | 18 |
| --- | --- | --- | --- | --- | --- | --- | --- | --- | --- | --- |
| RAD52 anneal inh | -11.5 | -7.0 | -10.2 | -12.2 | · | 14.9 | -22.3 | · | -2.7 | -7.5 |
| PglD inh | 6.0 | 3.9 | -4.8 | 0.4 | 5.5 | 8.7 | · | 1.6 | -0.9 | · |
| E-selectin induc | 0.0 | -1.6 | · | · | · | -0.7 | 5.5 | · | -0.1 | 7.2 |
| CASP6 VEID inh | -0.5 | 4.6 | -2.8 | 3.0 | · | 3.2 | -2.2 | · | 0.0 | -0.8 |
| ARNT TACC3 PPI | -9.7 | -0.4 | -7.4 | 32.9 | -0.2 | · | 7.6 | 3.4 | 6.9 | 20.3 |
| RAD54 inh | 2.9 | -14.7 | -5.9 | -10.6 | 8.4 | -12.9 | · | -13.0 | -3.1 | · |
| esBAF inh | -6.4 | -6.7 | -0.3 | -8.0 | -0.6 | -0.8 | · | 1.9 | 38.7 | · |
| ERp5 inh | 1.3 | -6.7 | 0.7 | 1.2 | · | -11.4 | -1.4 | · | -0.1 | 2.7 |

One compound at a time, from the list above:
`Nc1ccc2nc(N3CCOCC3)sc2c1` reads RAD52 anneal inh = -7.5; PglD inh = ·; E-selectin induc = 7.2; CASP6 VEID inh = -0.8; ARNT TACC3 PPI = 20.3; RAD54 inh = ·; esBAF inh = ·; ERp5 inh = 2.7
`CC(=O)c1ccc(-c2ccc(C(=O)NCC3CCCO3)o2)cc1` (centres undefined) reads RAD52 anneal inh = -2.7; PglD inh = 2.2; E-selectin induc = 0.6; CASP6 VEID inh = 0.8; ARNT TACC3 PPI = 3.7; RAD54 inh = 0.5; esBAF inh = 30.6; ERp5 inh = -1.3

The list goes on:
Codes: A = RAD52 anneal inh; B = PglD inh; C = E-selectin induc; D = CASP6 VEID inh; E = ARNT TACC3 PPI; F = RAD54 inh; G = esBAF inh; H = ERp5 inh
25	FC(F)(F)C1=CC(c2ccc(Cl)cc2)=NCCN1
  A: · | B: -4.3 | C: · | D: · | E: 9.7 | F: 9.0 | G: -2.4 | H: ·

26	O=C(Nc1ccc2c(c1)OCO2)C1CC(=O)N(c2cccc(Cl)c2)C1 (centres undefined)
  A: -4.1 | B: 3.1 | C: · | D: -0.7 | E: 3.6 | F: -4.4 | G: 5.7 | H: 2.4

27	C/C=C/c1cnc2c(c1)C(=O)N([C@H](C)CO)C[C@H](C)[C@H](CN(C)CC1CCOCC1)O2
  A: 1.1 | B: -2.0 | C: 0.6 | D: 2.2 | E: -7.8 | F: -3.3 | G: -6.4 | H: 3.5

28	C[C@@H]1CN([C@H](C)CO)C(=O)c2cc(NC(=O)C3CCCCC3)ccc2O[C@H]1CN(C)C(=O)NC1CCCCC1
  A: -3.8 | B: -0.3 | C: 0.0 | D: -3.7 | E: -11.0 | F: -11.8 | G: 2.3 | H: -4.1

29	C[C@H](CO)N1C[C@H](C)[C@H](CN(C)C(=O)Nc2ccc3c(c2)OCO3)OCCCC[C@H](C)Oc2ccc(NC(=O)Nc3cccc4ccccc34)cc2C1=O
  A: 9.1 | B: -0.7 | C: 0.2 | D: -1.5 | E: -8.7 | F: 2.3 | G: 1.7 | H: -0.1

30	COCCCn1c2nc3ccccc3nc2c2c(=O)n(Cc3ccc(Cl)cc3)cnc21
  A: -5.3 | B: 0.9 | C: · | D: 1.4 | E: -4.2 | F: -4.0 | G: 0.1 | H: 8.6

31	C[C@H]1CN([C@@H](C)CO)C(=O)Cc2cc(NC(=O)Nc3ccccc3)ccc2O[C@@H]1CN(C)S(=O)(=O)c1cn(C)cn1
  A: -0.4 | B: -0.6 | C: 0.2 | D: 0.2 | E: -14.8 | F: -3.5 | G: -1.5 | H: 4.6

32	Cc1c(NC(=O)CSc2nc(-c3ccco3)cc(C(F)(F)F)n2)c(=O)n(-c2ccccc2)n1C
  A: · | B: -0.9 | C: · | D: · | E: 0.1 | F: 6.0 | G: -4.1 | H: ·

33	O=C(O)COc1c(Cl)cc(/C=C2\NC(=O)NC2=O)cc1Br
  A: -9.7 | B: · | C: · | D: 1.4 | E: 0.8 | F: · | G: · | H: -1.4

34	Cc1ccc(-c2nn(-c3ccccc3)cc2CN(Cc2ccccc2)C(=O)CCC(=O)O)o1
  A: -11.3 | B: -0.9 | C: · | D: 3.2 | E: 1.5 | F: -2.1 | G: -2.0 | H: 2.9

35	C[C@H]1CN([C@@H](C)CO)C(=O)c2cc(NC(=O)CCCN(C)C)ccc2O[C@H]1CN(C)Cc1ccncc1
  A: -9.2 | B: 2.8 | C: -0.1 | D: -0.4 | E: -5.5 | F: -1.6 | G: -4.0 | H: 4.3

36	Cn1nc(C(=O)Nc2ccc(S(=O)(=O)N3CCOCC3)cc2)c2ccccc2c1=O
  A: -23.1 | B: · | C: · | D: 0.9 | E: -9.3 | F: · | G: · | H: 10.8

High-throughput results (PubChem)
